# TSG101-PTAP inh: blocks PTAP/TSG101 interaction to inhibit HIV-1 budding | Potency, µM (top dose mostly 115 µM), for inactives: at the highest dose activity change, negative = inhibition, most hits filed as inhibitors | Q99816 | 340,000 tested, under 10 active | Fluorescence polarization, FITC-PTAP peptide / Tsg101 binding; active means well fitted inhibition curve with a large enough effect in the main read-out, with a control signal flat, not every such curve was filed as active; inconclusive means small, poorly fitted or top-dose-only effect, or effect the other way, or a change in a side signal; inactive means no such curve, though single readings can be large or run the other way; further: potency means the concentration at half of the fitted maximal effect; % of control where 0% means no effect
#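 Fluorescence anisotropy tracks displacement of a FITC-tagged PTAP peptide (50 nM) from the Tsg101 binding domain (10 uM), following a 20 min room-temperature incubation at pH 7.5.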
# A-T KAP1 phos: potential ataxia-telangiectasia treatment; […] A-T fibroblasts, KAP-1 phosphorylation AlphaLISA; neocarzinostatin DNA damage 30 min before lysis; Potency, µM (series often up to 57.5 µM), inactives show at the highest dose activation, usual class: activators; 320,000 compounds, 0.19% hits; AID 485349; further: potency means the concentration at half of the fitted maximal effect; % of control where 0% means no effect; nearly all actives have a fitted effect of over 45% in size
#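 hTERT-immortalized A-T patient fibroblasts ([…]), 500 cells/well in OPTI-MEM, 1% FBS, got compounds for 60 min, then NCS for 30 min at 37C. Lysates were then assayed for phospho-KAP-1 by AlphaLISA (anti-pKAP1 donor, anti-KAP1 acceptor beads), 6 hr at 25C.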
# MBNL1-CUG inh: MBNL1-poly(CUG) RNA binding inhibition | Q9NR56 | TR-FRET MBNL1-His/biotin-(CUG)12 binding, 665/545 ratio | Potency, µM (doses to about 57.5 µM), for the others: at the top dose activity change, negative = inhibition, usual class: inhibitors | 280,000 compounds, 0.036% hits | AID 2675; active means well fitted inhibition curve with a large enough effect in the signal ratio, with a control signal flat, not every such curve was filed as active; inconclusive means small, poorly fitted or top-dose-only effect, or effect the other way, or a change in a side signal; inactive means no such curve, though single readings can be large or run the other way; the % refers to the signal ratio; further: potency means the concentration at half of the fitted maximal effect; on the % scale 0 is the no-effect control and ±100 the full control effect
#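 MBNL1-His + Biotin-(CUG)12, cpd titration 92 nM–58 uM; Tb anti-His Ab 0.055 ng/ul, SA-XL665 5 nM (final); 60 min RT; ratiometric 665/545 nm, Ex 340 nm; normalized to buffer and full-complex controls.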
# TSHR antagonist: antagonists of human thyroid stimulating hormone receptor; activity change, negative = inhibition, % at 11.5 µM; AID 504810; 330,000 compounds, 0.2% hits; TSHR-expressing cells, TSH-stimulated cAMP HTRF, 2 h; stronger effect = lower value; P16473;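 active means activity change below a set negative limit, meaning inhibition stronger than a set level, cut at about -70% in these data; inconclusive means activity change between two set negative limits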; further: on the % scale 0 is the no-effect control and ±100 the full control effect
#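 Antagonism was scored as loss of TSH-driven cAMP in TSHR cells, stimulated with 4nM TSH (EC80) for 2 hours at 37 deg C and detected by homogeneous HTRF competition immunoassay.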
# TCR activator: T cell receptor activation | primary human leukocytes, anti-CD3, IL-2 HTRF, 48 h | Potency, µM (titrated, usually from 9.22 µM), inactives show at the top dose activation of IL-2 secretion, hits mostly activators | 330,000 tested, under 10 active | AID 504894; further: % of control where 0% means no effect
#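 1) Mix primary human leukocytes, a-CD3 beads and compound. 2) Incubate 48 hr. 3) Add HTRF IL-2 reagents (a-IL-2-K, a-IL-2-d2).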
# Menin MLL FP TR: inhibitors of human menin-MLL interaction, mutant MLL peptide | O00255 | Menin + Texas Red MLL mutant peptide, fluorescence polarization | Potency, µM (titrated, usually from 61.6 µM), inactives show at the highest dose FP activity change, negative = inhibition, usual class: inhibitors | 270,000 compounds, 0.23% hits | AID 1768; active means well fitted inhibition curve with a large enough effect in the polarisation, with a control signal flat, not every such curve was filed as active; inconclusive means small, poorly fitted or top-dose-only effect, or effect the other way, or a change in a side signal; inactive means no such curve, though single readings can be large or run the other way; the % refers to the polarisation; further: potency means the concentration at half of the fitted maximal effect; % of control where 0% means no effect; many of its hits are not listed in these tables
# a7 integrin act: integrin-mediated muscular dystrophy alleviation activation | alpha7betagal myoblasts, beta-gal FDG fluorescence, 48 h | Potency, µM (top dose mostly 38.3 µM), without a hit: top-dose activation, usual class: activators | 350,000 compounds, 0.064% hits | AID 624291;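 further: potency means the concentration at half of the fitted maximal effect; 100% = response of the positive control SU9516; nearly all actives have a fitted effect of over 60% in size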
#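 Alpha7betagal+/- myoblasts (passage 13) were plated 16-24 hr, then exposed to compounds (1:260 dilution of DMSO stock) for 48 hours at 37C. After MPER lysis, β-galactosidase reporter activity was read as FDG fluorescence (ex 480/em 540) after 30 minutes.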
# S-ASM inh: inhibitors of human secretory acid sphingomyelinase | P17405 | placental ASM, HMU-PC fluorogenic substrate, 60 min | Potency, µM (series often up to 57.5 µM), inactives show at the highest dose activity change, negative = inhibition, most hits filed as inhibitors | 340,000 compounds, 0.006% hits; further: potency means the concentration at half of the fitted maximal effect
#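 qHTS format. ASM enzyme prepared from human placenta hydrolyses the fluorogenic substrate HMU-PC0 (9 uM final) over 60 min at 37 °C after a 10 min compound preincubation.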
# CXXC DNA block: MLL CXXC-DNA interaction inhibition | MLL-CXXC / FITC-HOXA9 DNA fluorescence polarization | 290,000 compounds, 0.037% hits | Potency, µM (series often up to 115 µM), without a hit: at the highest dose activity change, negative = inhibition, most hits filed as inhibitors | AID 2662 | Q03164; active means well fitted inhibition curve with a large enough effect in the polarisation, with a control signal flat, not every such curve was filed as active; inconclusive means small, poorly fitted or top-dose-only effect, or effect the other way, or a change in a side signal; inactive means no such curve, though single readings can be large or run the other way; the % refers to the polarisation; further: potency means the concentration at half of the fitted maximal effect
#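 Fluorescence polarization: 7 uM MLL-CXXC (stock) preincubated 5 min with compounds, then 50 nM fluorescein-HOX-A9 DNA (stock) added; 30 min ambient. Buffer 50 mM Tris-HCl pH 7.5, 50 mM NaCl, 1 mM DTT, 0.05% BSA.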
# Mito fusion act: inhibitors of mitochondrial division or activators of mitochondrial fusion | S. cerevisiae fusion-defective mutant growth rescue, CellTiterGlo 48 h | AID 485298 | 320,000 compounds, 0.23% hits | Potency, µM (highest dose often 46.1 µM), for the others: at the highest dose growth rescue (activation), hits mostly activators;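 further: potency means the concentration at half of the fitted maximal effect; % of control where 0% means no effect; nearly all actives have a fitted effect of over 45% in size; temperature-sensitive fusion mutants such as fzo1-1 at 37 °C on non-fermentable ethanol glycerol medium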
#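 Luminescent cell viability in 1536-well qHTS format served as the measure of rescued growth in ts fusion-mutant S. cerevisiae cultured on non-fermentable YPEG for 48 hours at 37C.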
# * hit, by the source's call; i = inactive; ? = inconclusive; . = no result given; [ ] = remark or other dose. Unless noted, the call rests on the fitted dose curve; in most records, active means well fitted curve in the direction sought with a large enough effect; inconclusive means small, poorly fitted or top-dose-only effect, or another doubt; inactive means no such curve, though single readings can be large; an effect the other way counts as inactive or inconclusive.
SMILES,TSG101-PTAP inh,A-T KAP1 phos,MBNL1-CUG inh,TSHR antagonist,TCR activator,Menin MLL FP TR,a7 integrin act,S-ASM inh,CXXC DNA block,Mito fusion act
CCOC(=O)c1[nH]c(C)c(CN(CCc2ccccc2)S(C)(=O)=O)c1C,-2%,20%,-10%,11,-1%,4%[11.7 µM],-12%,-2%,-1%,0%
COc1cccc(C(=O)N2CCCN(C)CC2)c1OC,-1%,-2%,6%,6,3%,1%,-5%,-1%,-6%,0%
Cc1nc(NS(=O)(=O)c2ccccc2)sc1NC(=O)Nc1ccccc1,3%,2%,-4%,9,7%,?,?,-1%,-7%,1%
C=CCn1c(SCC(=O)NC2CC2)nnc1-c1ccccn1,0%,1%,0%,-6,-2%,-2%,-20%,3%,-9%,-1%
S=C(NCc1ccc(Cl)cc1)Nc1ccc(Cl)cc1Cl,-5%,0%,-8%,-10,-4%[46.1 µM],?,-2%,-2%,18%,-5%
Nc1nc(-c2ccc(Br)cc2)cc(C(F)(F)F)n1,-1%,.,28%,-9,2%,1%,13%,2%,-6%,3%
COc1ccccc1CNC(=O)CSc1nc(-c2ccccc2)cn1N,-1%,3%,-11%,0,11%,?,0%,-2%,-3%,-1%
C[C@H](NC(=O)c1ccc(Br)cc1)C(=O)NCc1ccc(S(N)(=O)=O)cc1,0%,?,-13%,19,-3%,1%,2%,-2%,-4%,8%
CCOC(=O)/C(C#N)=C/c1c(Oc2cccc(C)c2)nc2ccccn2c1=O,-1%,0%,18%,-10,4%,.,0%,-4%,-2%,2%
CCn1c(SCC(=O)N2CCCC2)nnc1-c1ccco1,-8%,1%,-4%,-8,3%,8%,15%,1%[11.5 µM],6%,2%
Cn1nc(C(=O)OCc2ccc(F)cc2)c2ccccc2c1=O,-2%,3%,10%,-11,-6%,-6%,0%,0%,11%,1%
COC(=O)c1cc(C(=O)Nc2ccc(S(N)(=O)=O)cc2)cc([N+](=O)[O-])c1,-3%,-3%,?,4,0%,11%,0%,-1%,7%,1%
COc1ccc2oc3cc(C)[n+]([O-])c(-c4ccc(Cl)cc4)c3c2c1,1%,0%,-2%,-1,-11%[46.1 µM],-3%,9%,0%,0%,22µM*
CCOC(=O)Cn1nnnc1C(C(C)C)N(Cc1cc2c(C)cc(C)cc2[nH]c1=O)C1CCCC1 (centres undefined),0%,.,-29%,5,10%[46.1 µM],-29%,-21%,-22%,-10%,5%
CCCC1(C)Nc2ccccc2-c2nc3ccccc3n21 (centres undefined),-7%,4%,15%,13,3%,17%,-1%,i,-16%,-7%

# 4 records drawn at random from those above:
SMILES,TSG101-PTAP inh,A-T KAP1 phos,MBNL1-CUG inh,TSHR antagonist,TCR activator,Menin MLL FP TR,a7 integrin act,S-ASM inh,CXXC DNA block,Mito fusion act
COc1ccccc1CNC(=O)CSc1nc(-c2ccccc2)cn1N,-1%,3%,-11%,0,11%,?,0%,-2%,-3%,-1%
Cn1nc(C(=O)OCc2ccc(F)cc2)c2ccccc2c1=O,-2%,3%,10%,-11,-6%,-6%,0%,0%,11%,1%
CCn1c(SCC(=O)N2CCCC2)nnc1-c1ccco1,-8%,1%,-4%,-8,3%,8%,15%,1%[11.5 µM],6%,2%
CCOC(=O)/C(C#N)=C/c1c(Oc2cccc(C)c2)nc2ccccn2c1=O,-1%,0%,18%,-10,4%,.,0%,-4%,-2%,2%

# Continued.
SMILES,TSG101-PTAP inh,A-T KAP1 phos,MBNL1-CUG inh,TSHR antagonist,TCR activator,Menin MLL FP TR,a7 integrin act,S-ASM inh,CXXC DNA block,Mito fusion act
COc1ccc(S(=O)(=O)N2CCOCC2)cc1NC(=O)CNC(=O)c1cccs1,-8%,5%,.,-9,-3%,.,?,4%,.,4%
C/C(Cc1ccccc1)=N\NC(=O)CNC(=O)Cc1ccc(Cl)cc1,2%,-2%,11%,-2,-13%,.,1%,-3%,8%,2%
COC(=O)c1ccc(NC(=O)c2cccc(NC(=O)c3ccco3)c2)cc1,0%,2%,7%,0,.,?,19%,-2%,5%,0%
COc1ccccc1CCC(=O)NNC(=O)c1ccc(Br)cc1,0%,-2%,-5%,-8,5%,5%,?,3%,9%,3%
Cc1nnc(NC(=O)c2ccccc2C(=O)O)s1,-7%,5%,-10%,9,-1%,-7%,4%,2%,-6%,2%
Cc1c(C=N)c(O)n(C)c(=O)c1C#N,-2%,0%,2%,7,-5%,.,22%,4%,8%,-4%
COc1ccc(S(=O)(=O)N2CCC(=O)N2)cc1,-4%,-1%,2%,0,-5%,-16%,13%,-1%,-8%,-1%
CCOc1ccc(CN2CCNC(=O)C2CC(=O)N(C)Cc2nonc2C)cc1 (centres undefined),.,-2%,0%,-6,8%,-21%,10%,1%,5%,-1%
c1ccc(CNCc2ccco2)cc1,-2%,0%,-5%,-1,-3%,5%,-23%,1%,1%,1%
COc1cccc(C2C([N+](=O)[O-])=C(N)Oc3cc(C)oc(=O)c32)c1 (centres undefined),0%,-5%,9%,-8,-2%,.,39%,-1%,-5%,-4%
CSc1ncccc1C(=O)OCc1ccccc1,-2%,20%,-11%,6,-1%,0%,11%,3%,-4%,9%
CCCCN(C(=O)c1cnc(C)cn1)c1c(N)n(CCC)c(=O)[nH]c1=O,-5%,-7%,.,5,-11%,.,17%,-4%,.,-6%
COc1ccc(OCC(O)CNS(=O)(=O)c2cccs2)cc1 (centres undefined),0%,-11%,4%,2,5%,1%,22%,-1%,19%,-2%
Cc1ccc(NC(=S)NNC(=S)Nc2ccc(C)cc2)cc1,0%,.,.,.,0%,.,-8%,-4%,.,.
Cc1c(C(=O)NCCN(C)C)oc2ccc(S(=O)(=O)N3CCCC3)cc12,-2%,-6%,-7%,4,-2%,0%,-4%,2%,-9%,-2%
CC(C)Oc1ccc(C(CCN)C2CCCCC2)cc1 (centres undefined),-12%,-6%,14%,-3,-1%,?,-71%[inhibitor],-5%,7%,-47%[inhibitor]
CNC(=O)C(=O)NCC(c1cccs1)S(=O)(=O)c1ccc(C)cc1 (centres undefined),-3%,5%,-1%,13,-8%,8%,9%,1%,5%,-9%
CC1Cc2ccccc2N1C(=O)c1ccc(Br)o1 (centres undefined),-4%,.,.,.,-4%,.,-42%,6%,.,.
COc1ccc(C(=O)CCS(=O)(=O)c2ccc(F)cc2)cc1OC,.,-2%,7%,9,.,.,.,.,-5%,0%
CC(C)[C@H](NC(=O)c1cc2cc(Cl)ccc2n1C)C(=O)N1CCC(C(=O)O)CC1,-4%,-1%,-1%,-3,-5%,7%,25%,1%,12%,-8%
Clc1cc2nc[nH]c2cc1Cl,-1%,-6%,-1%,5,-5%,.,-20%,-2%,7%,1%
CCOC(=O)CCSCC(=O)Nc1cc(C)on1,-2%,11%,8%,20,0%,0%,-1%,3%,-3%,21%
CCN1CCN(S(=O)(=O)c2ccc(Cl)c(C(=O)Nc3ccccc3N3CCCC3)c2)CC1,-3%,5%,.,-1,5%,.,-8%,.,.,-2%
O=c1c2c3c(sc2[nH]c(=S)n1Cc1ccco1)CCC3,1%,6%,35%[activator],-4,-10%,.,-20%,-3%,-8%,-9%
CC(C)c1nnc(NC(=O)C2CCCN2C(=O)Nc2ccccc2)s1 (centres undefined),0%,-3%,-5%,10,1%,-1%,3%,9%,4%,-5%
COC(=O)c1ccc(NC(=O)c2cccc(C)c2)cc1,-1%,6%,0%,-12,.,11%,14%,2%,2%,2%
Cc1cccc(C2CC(c3ccc(F)cc3)Nc3nc(N)nn32)c1 (centres undefined),-1%,10%,-2%,-5,0%,-11%[11.7 µM],3%,3%,2%,-2%
Cc1cc(S(=O)(=O)Nc2c(C(=O)O)[nH]c3ccccc23)ccc1F,-7%,?,5%,7,1%,?,-28%,10%,8%,1%
CCn1c(CNc2ccc(Cl)cc2)nnc1SCc1ccc(C)cc1,0%,-5%,-17%,1,-7%[46.1 µM],3%,27%,-7%,4%,?

# Some values from the list:
# TSG101-PTAP inh result of CC(C)[C@H](NC(=O)c1cc2cc(Cl)ccc2n1C)C(=O)N1CCC(C(=O)O)CC1 reads -4%
# TSG101-PTAP inh result of CNC(=O)C(=O)NCC(c1cccs1)S(=O)(=O)c1ccc(C)cc1 (centres undefined) reads -3%

# Screening results deposited in PubChem BioAssay by National Center for Advancing Translational Sciences (NCATS).

# A portion of the library; rates above refer to the full screens.
